Lipid storage S3 = qHTS Assay for Lipid Storage Modulators in Drosophila S3 Cells; actives 0.64% (n = 320,000); lipid storage change, negative = inhibition, % at the top dose, mostly 46.1 µM; hits show Potency in µM; Drosophila S3 cells, BODIPY lipid droplet fluorescence, 18-24 h; cells fed with added oleic acid; active = well fitted inhibition curve with a large enough effect in the signal ratio, with a control signal flat, not every such curve was filed as active; inconclusive = small, poorly fitted or top-dose-only effect, or effect the other way, or a change in a side signal; the % refers to the signal ratio
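Laser-scanning cytometry quantifies lipid droplet accumulation (500–530 nm total intensity; droplet/cell object ratio) in oleic acid-fed (400 uM added) Drosophila S3 cells treated with a concentration series. 20 uM Triacsin C defined 100% inhibition.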
Lipid storage S3 cell count max = further read-out of Lipid storage S3, marked with its call; cell number change, %; measured here: cell count max response;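 cells counted by Cell Tracker Red CMTPX staining in the red channel; peak over a dose series mostly up to 46.1 µM; percent activity relative to internal control wells on each plate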
* = called active by the depositor; i = inactive; ? = inconclusive; . = no result given. % is set by controls: 0 for no effect and ±100 for the full control effect; potency is the fitted concentration of half-maximal effect. A portion of the library. The share of hits here may be higher or lower than overall.

mol | Lipid storage S3 | Lipid storage S3 cell count max
Cc1cccc(NC(=S)N2CCCCCC2)c1C | ? | .
Cc1ccc(-c2csc(NC(=O)C3CC(=O)N(Cc4ccco4)C3)n2)cc1 (stereo not drawn) | 19% | .
CCN(CC)C(=O)C(=O)Nc1cc(C(F)(F)F)ccc1Cl | i | .
CC1(c2ccc(OC(F)F)cc2)NC(=O)N(CC(=O)Nc2cccc(F)c2)C1=O (stereo not drawn) | ? | .
COc1ccc(NC(=O)C(=O)NNC(=O)COc2ccc(Cl)cc2)c(OC)c1 | ? | .
O=C(CN1CCCCCC1)Nc1c(Cl)cc(Cl)cc1Cl | ? | .
COc1cccc(Oc2ccc(C(F)(F)F)cc2N)c1 | ? | .
COc1ccc(C(=O)Cn2c(NCCCO)nc3ccccc32)cc1OC | ? | .
CC(=O)OCCOCn1cnn2c(=O)c(Br)c(C)nc12 | -7% | 18
Cc1onc(-c2ccccc2)c1C(=O)NCCc1ccncc1 | ? | .

Remaining list, next part
mol | Lipid storage S3 | Lipid storage S3 cell count max
Cc1nccc(-c2cccc(NC(=O)c3ccccc3Cl)c2)n1 | 8% | 15
CC(=O)Nc1ccc(SCCCC(=O)c2ccccc2)cc1 | ? | .
CCOc1nc2ccccc2cc1/C=C/C(=O)O | 21% | -1
O=C(c1ccco1)N1CCN(C2CC(=O)N(c3ccc(F)c(Cl)c3)C2=O)CC1 (stereo not drawn) | -16% | 17
Cc1[nH]c2ccccc2c1CCN(Cc1cccnc1)C(=S)Nc1ccc(F)cc1 | -1% | 0
CCC1(CC)C(=O)C(C)(C)C(=O)OC1c1ccccn1 (stereo not drawn) | -12% | -12
CCOCCCNC(=O)/C(C#N)=C/c1ccc(-c2ccc(S(=O)(=O)N3CCOCC3)cc2)o1 | ? | .
CCC(C(=O)Nc1nc(C)cs1)c1ccccc1 (stereo not drawn) | ? | .
CCOc1cc2c(cc1OCC)C(C(=O)O)C(c1ccc(OC)c(O)c1)N(C)C2=O (stereo not drawn) | -15% | -13
NC(=O)c1cc(S(=O)(=O)Nc2ccc(OC(F)(F)F)cc2)cs1 | 3% | 5

(more compounds)
mol | Lipid storage S3 | Lipid storage S3 cell count max
CC(=O)Nc1ccc(NC(=O)CSc2ccccn2)cc1 | 18% | .
CCN(CC)CCCCCCCCOC(=O)c1cc(OC)c(OC)c(OC)c1 | ? | .
COCC(=O)N1CCC(Oc2ccc(C(=O)N3C[C@@H]4CCC[C@H]3C4)cc2)CC1 | 29% | 20
O=C(O)c1nc(Cl)c(Cl)c(N/N=C/c2ccccc2C(F)(F)F)c1Cl | ? | .
C[C@@H]1CCC[C@H](C)N1Cc1nc(Cc2ccccc2Cl)no1 | -1% | 2
COC(=O)CC#N | ? | .
CN(C)c1ccc(S(=O)(=O)NCC(=O)N2CCN(c3ccccc3)CC2)cc1[N+](=O)[O-] | ? | .
COc1cccc(-c2ncc3ccccc3c2COC(=O)c2ccco2)c1 | ? | .
O=C(N/N=C\c1cc(Br)c(Br)o1)C1COc2ccccc2O1 (stereo not drawn) | 11% | 0
O=C(CCc1ccccc1)NNC(=O)COc1ccc(Br)cc1 | ? | .

Compounds shown so far that contain four or more nitrogen atoms, in the order listed:
mol | Lipid storage S3 | Lipid storage S3 cell count max
CC(=O)OCCOCn1cnn2c(=O)c(Br)c(C)nc12 | -7% | 18
Cc1[nH]c2ccccc2c1CCN(Cc1cccnc1)C(=S)Nc1ccc(F)cc1 | -1% | 0
CN(C)c1ccc(S(=O)(=O)NCC(=O)N2CCN(c3ccccc3)CC2)cc1[N+](=O)[O-] | ? | .

The results go on.
mol | Lipid storage S3 | Lipid storage S3 cell count max
O=c1c2ccccc2nc(/C=C/c2ccccc2)n1CCc1ccccc1 | -2% | -13
Cc1cc([N+](=O)[O-])nn1CC(=O)N1c2ccccc2CC1C (stereo not drawn) | ? | .
C/C(=N\N=c1/scc(C)n1Cc1ccco1)c1cccc([N+](=O)[O-])c1 | ? | .
CCN(C(=O)COC(=O)CCC1CCCC1)c1c(N)n(Cc2ccccc2)c(=O)[nH]c1=O | ? | .
Cc1[nH]c(=O)[nH]c(=O)c1S(=O)(=O)N1CCCCC1 | ? | .
COc1ccc(Nc2nc(OC)nc(N3CCN(c4ccc(OC)cc4)CC3)n2)cc1 | ? | .
Cc1onc(-c2c(Cl)cccc2Cl)c1C(=O)Nc1ccc(N2CCOCC2)cc1 | 3% | 6
Cc1ccc(C(=O)CCC(=O)Nc2cccnc2)cc1C | ? | .
O=c1c2ccccc2oc2cc(NCCCN3CCOCC3)ccc12 | ? | .
CCC/C(O)=C1\C(=O)CC(c2ccccc2)CC1=NCCc1c(C)[nH]c2ccc(C)cc12 (stereo not drawn) | ? | .

(more compounds)
mol | Lipid storage S3 | Lipid storage S3 cell count max
O=C(NC(=S)Nc1ccccc1Br)c1cccnc1 | ? | .
O=C(N/N=C/c1ccc(OC(=O)c2cccs2)cc1)c1cccc(F)c1 | ? | .
CN(C)S(=O)(=O)c1cccc(NC(=O)COC(=O)c2cc(=O)c3ccccc3o2)c1 | ? | .
Cc1cccc(C(=O)Nc2ccc(N3CCN(S(C)(=O)=O)CC3)cc2)c1 | 0% | 2
CC(=O)c1cc(-c2ccccc2)n(CC(=O)Nc2cccc(C)c2C)c1C | 11% | 15
COc1cc(OC)c(C(=O)Nc2ccc3ccccc3c2)cc1OC | -23% | -16
COc1cccc(/C(C)=N/Nc2ncc(Cl)cc2Cl)c1 | ? | .
O=C(N=Nc1c(O)[nH]c2ccccc12)c1ccccc1NS(=O)(=O)c1cccs1 | ? | .
Cc1cc(C)c2nc(SCC(=O)NC(=O)c3cccn3C)cc(C)c2c1 | 6% | -19
CC1CCCCN1C(=O)CCNC(=O)Cn1cnc2ccccc2c1=O (stereo not drawn) | ? | .

Further structures follow.
mol | Lipid storage S3 | Lipid storage S3 cell count max
Cc1cc(N2CCCCC2)nc2c(C)cccc12 | 9% | 3
CCOc1ccc(N(C(=O)Nc2ccccc2)C2=NCCC2)cc1 | 5% | 11
CN(C)S(=O)(=O)c1cccc(NC(=O)c2cc(-c3cccs3)nc3ccccc23)c1 | ? | .
CN1C(=O)CC(C(=O)O)SC1=Nc1cccc(C(F)(F)F)c1 (stereo not drawn) | ? | .
c1ccc(-c2nc3ccccc3nc2N2CCOCC2)cc1 | -7% | -24
O=C(Nc1ccc(S(=O)(=O)NCCc2ccccc2)cc1)c1ccncc1 | ? | .
Cc1ccc(N2CC(C(=O)Nc3cccnc3)CC2=O)cc1 (stereo not drawn) | i | 10
CCn1c(SCC(=O)N2CCCc3ccccc32)nnc1-c1cccs1 | ? | .
COc1ccc(NC(=O)C2CC(=O)N(c3ccccc3Cl)C2)c(OC)c1 (stereo not drawn) | ? | .
COC(=O)c1cc(S(=O)(=O)Nc2cccc(OC)c2)cn1C | 9% | 4

Of the compounds above, 2 have a cyano group.
mol | Lipid storage S3 | Lipid storage S3 cell count max
CCOCCCNC(=O)/C(C#N)=C/c1ccc(-c2ccc(S(=O)(=O)N3CCOCC3)cc2)o1 | ? | .
COC(=O)CC#N | ? | .

(more compounds)
mol | Lipid storage S3 | Lipid storage S3 cell count max
CCN(CC(=O)Nc1ccc(NC(C)=O)cc1)C(=O)c1cccc(Oc2ccccc2)c1 | 18% | 6
O=C(Nc1ccccn1)c1ccco1 | ? | .
COc1ccccc1NC(=O)/C(C#N)=C/c1c(C)nn(-c2ccc(F)cc2)c1Cl | 11% | 2
CCOc1cc(/C=N/NC(=S)Nc2ccccc2C(F)(F)F)ccc1OCC(=O)N1CCOCC1 | i | .
Cc1cc(NC(=O)c2cc3n(n2)C(C(F)(F)F)CC(c2ccco2)N3)n(-c2ccccc2)n1 (stereo not drawn) | ? | .
CC(C)(C)NC(=O)C(c1ccc(F)cc1)N(CCc1ccccc1)C(=O)c1ccn[nH]1 (stereo not drawn) | ? | .
CN(C)c1cccc(C(=O)Nc2cccc(S(=O)(=O)NC3=NCCC3)c2)c1 | 4% | -1
COc1cc(C(=O)O[C@H]2CC(C)=CC[C@@]3(C)CC[C@@](O)(C(C)C)[C@H]23)ccc1O | ? | .
Clc1cc(Cl)c2nc(N3CCCCC3)sc2c1 | -7% | -13
CC1=C(CO)C(=O)OC([C@@H](C)C2CC[C@H]3C4C[C@H]5O[C@]56[C@@H](O)C=CC(=O)[C@]6(C)C4CC[C@]23C)C1 (stereo partly drawn) | ? | .

(next part)
mol | Lipid storage S3 | Lipid storage S3 cell count max
CC1CCN(C(=O)c2ccc(NS(=O)(=O)c3ccc4[nH]c(=O)[nH]c4c3)cc2)CC1 | ? | .
Fc1ccc2cnc(-c3ccccc3)c(-c3ccc(C(F)(F)F)cc3)c2c1 | ? | .
O=C(Nc1ccc(Cl)cn1)c1cccc(OCc2ccccc2)c1 | i | -3
COc1ccc(C(=O)C[n+]2ccc(-c3nnc4n3CCCCC4)cc2)cc1 | ? | .
COc1ccc(OC)c2sc(NC(=O)c3ccc(S(=O)(=O)N4CCOCC4)cc3)nc12 | 4% | 4
Cc1nn(CC(=O)NCCCN2CCC(Cc3ccccc3)CC2)c(=O)c2cc(-c3ccccc3)nn12 | ? | .
Cc1cc(O)cc(O)c1C=NCc1ccco1 | ? | .
CCOC(=O)c1c(C)n(C)c2cc(Br)c(O)c(O)c12 | 9% | -15
Cc1nn(-c2ccccc2)c(C)c1C(=O)NCc1ccc(S(N)(=O)=O)cc1 | ? | .
Clc1cccc(Cl)c1CSc1nnc(-c2sccc2-n2cccc2)o1 | ? | .

Next structures.
mol | Lipid storage S3 | Lipid storage S3 cell count max
Cc1c(NC(=O)CC(=O)Nc2c(C)n(C)n(-c3ccccc3)c2=O)c(=O)n(-c2ccccc2)n1C | -7% | 6
COc1ccc(NC(=O)C(=O)NNC(=O)C(C)Oc2ccc(Cl)cc2Cl)cc1 (stereo not drawn) | i | .
COC(=O)C/C(O)=C(/N=Nc1cccc(C(F)(F)F)c1)C(=O)OC | ? | .
Cc1ccc(C(=O)c2nccn2C)cc1C | -27% | 11
Cc1cc(=O)oc2cc(OCC(=O)N/N=C/c3ccccc3O)ccc12 | i | -2
N#CCC(=O)Nc1ccccc1C(=O)O | -4% | 4
CC(=O)Nc1n[nH]c(-c2ccc(C)cc2)c1C | -24% | -1
Cc1ccccc1NC(=O)CCn1c(=O)oc2ccccc21 | i | .
O=C(Nc1ccccc1C(=O)Nc1nnc(C(F)(F)F)s1)c1ccccc1 | ? | .
Cc1ccc(-c2csc(NC(=O)CN3CC(C)OC(C)C3)n2)cc1 (stereo not drawn) | i | -12

More entries follow:
mol | Lipid storage S3 | Lipid storage S3 cell count max
CC(=O)c1ccc(NC(=O)C(C)NCc2ccc(Cl)cc2)cc1 (stereo not drawn) | ? | .
Cc1nc2c(C)cccn2c1C(=O)c1ccccc1 | ? | .
O=C(NCCCn1ccnc1)c1cccc(S(=O)(=O)Nc2ccccc2F)c1 | 24% | -5
Cc1ccc(OCC(=O)c2cc(C)c(C)cc2C)c([N+](=O)[O-])n1 | 2% | 14
O=C(CN1CCN(c2ccc(C(F)(F)F)cn2)CC1)Nc1ccc2c(c1)OCO2 | 29% | 11
COc1ccc2[nH]c3nc(SC(C)C)nnc3c2c1 | i | -15
C=CCNC(=O)NC(=O)COC(=O)CNS(=O)(=O)c1ccc(F)c(F)c1F | ? | .
COC(=O)CNC(=O)c1cc(-c2ccncc2)nc2ccccc12 | ? | .
C=C(C)C(=O)Nc1cccnc1Oc1ccc(F)cc1 | 4% | -6
Cc1ccc(S(=O)(=O)NC(CC(=O)O)c2ccc(F)cc2)cc1 (stereo not drawn) | 0% | 2

The list continues.
mol | Lipid storage S3 | Lipid storage S3 cell count max
Cc1ccc(NC(=O)COC(=O)Cc2cccs2)cc1S(=O)(=O)N1CCOCC1 | 9% | 11
COc1ccc(C(=O)OCn2nnc3ccccc3c2=O)cc1[N+](=O)[O-] | ? | .
COc1cccc(/C=C2/SC(=O)N(CC(=O)N3CCc4ccccc4C3)C2=O)c1OCC(=O)O | i | 20
CCc1ccccc1S(=O)(=O)Cc1ccc(C(=O)N2CCN(c3ccccc3OC)CC2)o1 | ? | .
CC(C)(C)c1ccc(/C=C/C(=O)c2ccc(NC3=NCCCS3)cc2)cc1 | i | .
CC(OC(=O)c1ccc(=O)n(Cc2ccccc2)n1)C(=O)Nc1cccc(Cl)c1 (stereo not drawn) | 17% | 27
COc1ccc(CC(=O)N2CCCc3ccccc32)cc1 | ? | .
N#Cc1cc2c(nc1SCc1cccc(Cl)c1)CCCCC2 | -4% | .
O=C1C(Cl)=C(N2CCN(Cc3ccccc3)CC2)C(=O)N1Cc1ccccc1 | 17% | 8
CCc1nc(CNC(=O)c2cc(OC)c(OC)c(OC)c2)no1 | 37% | .

Next results:
mol | Lipid storage S3 | Lipid storage S3 cell count max
COc1ccc(C(=O)O)cc1S(=O)(=O)NCCCN1CCCC1=O | ? | .
Cc1ccc(-c2noc(COC(=O)c3ccco3)n2)cc1 | -19% | 8
CC1CCCCN1S(=O)(=O)c1cn(C)c(=O)n(C)c1=O (stereo not drawn) | 10% | 8
O=C(Cc1cccc2ccccc12)N1CCN(c2ncccn2)CC1 | ? | .
COc1cccc(CN2C(=O)NC3(CCCCCC3)C2=O)c1 | 12% | -3
O=C(CSc1nc2cc(Cl)ccc2o1)NCCc1ccccc1 | ? | .
CCC(=O)N1N=C(c2cccs2)CC1c1ccc(OC)cc1 (stereo not drawn) | -1% | 2
CCCCNC(=O)CSc1nc2ccc(NC(=O)CSc3nnc(COc4ccccc4C)n3C)cc2s1 | ? | .
CN(C(=O)CSc1nnc(-c2cccnc2)o1)C1CCCCC1 | ? | .
O=C(Nc1oc2ccccc2c(=O)c1-c1ccc(Cl)cc1)c1ccco1 | i | -17
O=S(=O)(Nc1ncccn1)c1ccc(NS(=O)(=O)c2cc(Cl)ccc2Cl)cc1 | ? | .
COCCCNC(=O)c1ccc(CS(=O)(=O)c2ccc(Br)cc2)o1 | 12% | .

High-throughput results deposited in PubChem BioAssay by National Center for Advancing Translational Sciences (NCATS).
